Source: PubChem
CSN inh: inhibitors of CSN-mediated cullin deneddylation, primary screen, biochemical, fluorescence polarization, uHTS; AID 651999, 2013; 360,000 tested, 0.38% active; COP9 signalosome complex subunit 5 (Homo sapiens), Q92905; inhibition, % at 12.5 µM; Purified CSN, SCF-Nedd8-OG deneddylation;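 active means pattern-corrected inhibition above about 35%, with an unprinted fluorescence ratio check between 0.5 and 1.5, limit read from the data, passing the limit was not always enough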;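 further: 0% = enzyme with substrate and 100% = substrate without enzyme; some results filed as inactive read as strong as hits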
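Assay system: HEK293T-derived human Csn5 enzyme; quantity: 0.24 nM enzyme; medium: Tris/NaCl/DTT buffer, pH 7.5; also added: substrate SCFSkp2-Nedd8OG, 10 nM; doses: 12.5 µM compound; schedule: 90 min reaction at room temperature; signal: FP; read-out: % inhibition of substrate cleavage by Csn5; benchmarks: substrate-only high control, full reaction low control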
MLLE-PAM2 inh: inhibitors of PABP1 MLLE–PAM2 peptide binding, primary screen, biochemical, fluorescence polarization, FITC-PAM2, GST-MLLE; inhibition, % at 20 µM; Polyadenylate-binding protein 1 (Homo sapiens), P11940; AID 588489, 2011; 360,000 tested, 0.36% active; in the data active means inhibition above about 35%, passing the limit was not always enough;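 further: plate controls were DMSO wells with GST-MLLE for no effect and wells lacking GST-MLLE protein for full effect; some results filed as inactive read as strong as hits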
NadD inh: inhibitors of S. aureus NadD, primary screen, biochemical, colorimetric, uHTS. Nicotinate-nucleotide adenylyltransferase NadD (Staphylococcus aureus N315). purified NadD enzyme, colorimetric absorbance read-out. inhibition, % at 20 µM. 360,000 tested, 0.78% active; in the data active means inhibition above about 26%; further: some compounds past the cut are filed as inactive
Rin1 Abl inh: inhibitors of Rin1-Abl protein binding, primary screen, biochemical, TR-FRET; 360,000 tested, 0.4% active; inhibition, % at 7.35 µM; in the data active means inhibition above about 5%, passing the limit was not always enough
Target sequence (P00519 whole entry, looked up): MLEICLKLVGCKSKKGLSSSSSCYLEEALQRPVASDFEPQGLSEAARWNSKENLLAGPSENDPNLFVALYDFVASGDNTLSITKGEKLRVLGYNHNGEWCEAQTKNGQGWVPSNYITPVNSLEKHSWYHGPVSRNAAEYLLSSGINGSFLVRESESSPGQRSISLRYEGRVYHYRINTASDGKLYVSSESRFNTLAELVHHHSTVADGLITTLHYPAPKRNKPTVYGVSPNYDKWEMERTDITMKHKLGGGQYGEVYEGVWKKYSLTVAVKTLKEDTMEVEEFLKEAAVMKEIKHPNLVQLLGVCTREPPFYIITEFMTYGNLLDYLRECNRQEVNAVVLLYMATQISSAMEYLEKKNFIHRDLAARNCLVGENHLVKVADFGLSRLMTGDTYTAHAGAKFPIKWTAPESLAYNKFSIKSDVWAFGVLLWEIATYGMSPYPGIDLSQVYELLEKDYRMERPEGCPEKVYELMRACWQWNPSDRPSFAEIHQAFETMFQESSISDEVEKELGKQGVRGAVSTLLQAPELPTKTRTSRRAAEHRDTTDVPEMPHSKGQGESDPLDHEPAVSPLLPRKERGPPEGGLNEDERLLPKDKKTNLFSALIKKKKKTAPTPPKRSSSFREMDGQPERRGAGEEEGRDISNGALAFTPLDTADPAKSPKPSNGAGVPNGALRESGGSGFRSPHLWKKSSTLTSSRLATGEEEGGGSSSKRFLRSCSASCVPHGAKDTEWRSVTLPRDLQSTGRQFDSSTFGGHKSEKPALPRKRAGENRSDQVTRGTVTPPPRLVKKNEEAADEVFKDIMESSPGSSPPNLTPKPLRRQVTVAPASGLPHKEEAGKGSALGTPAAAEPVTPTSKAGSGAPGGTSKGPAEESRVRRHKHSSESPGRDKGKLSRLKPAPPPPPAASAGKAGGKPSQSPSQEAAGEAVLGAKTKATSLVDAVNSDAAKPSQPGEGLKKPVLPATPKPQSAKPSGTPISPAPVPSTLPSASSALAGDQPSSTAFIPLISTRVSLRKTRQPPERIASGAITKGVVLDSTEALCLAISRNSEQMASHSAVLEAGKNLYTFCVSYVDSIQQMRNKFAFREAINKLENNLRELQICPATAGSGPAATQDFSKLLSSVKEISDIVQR
Target sequence (Q13671 whole entry, looked up): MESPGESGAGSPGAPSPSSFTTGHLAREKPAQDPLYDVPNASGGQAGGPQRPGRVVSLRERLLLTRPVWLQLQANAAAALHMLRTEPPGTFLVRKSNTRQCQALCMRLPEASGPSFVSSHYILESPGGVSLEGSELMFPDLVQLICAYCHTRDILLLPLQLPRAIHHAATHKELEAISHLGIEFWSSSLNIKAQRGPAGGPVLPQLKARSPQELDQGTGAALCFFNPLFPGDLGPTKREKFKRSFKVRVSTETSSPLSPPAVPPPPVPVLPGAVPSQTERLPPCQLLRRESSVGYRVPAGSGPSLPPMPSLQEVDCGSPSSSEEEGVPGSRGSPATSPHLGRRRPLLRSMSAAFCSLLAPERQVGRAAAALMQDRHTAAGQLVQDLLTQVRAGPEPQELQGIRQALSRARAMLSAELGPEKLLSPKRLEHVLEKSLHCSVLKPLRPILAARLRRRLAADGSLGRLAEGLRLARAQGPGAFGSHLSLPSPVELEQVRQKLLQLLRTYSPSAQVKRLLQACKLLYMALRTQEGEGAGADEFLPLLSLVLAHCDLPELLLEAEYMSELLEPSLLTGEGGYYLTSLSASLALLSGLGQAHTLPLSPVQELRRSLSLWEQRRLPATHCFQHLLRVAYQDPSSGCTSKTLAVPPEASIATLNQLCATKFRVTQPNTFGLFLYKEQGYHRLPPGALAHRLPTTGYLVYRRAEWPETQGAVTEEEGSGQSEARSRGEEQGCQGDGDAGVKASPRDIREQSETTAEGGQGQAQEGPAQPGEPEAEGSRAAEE
Neddyl block: inhibitors of cullin neddylation, primary screen, biochemical, TR-FRET, uHTS, NAE and Ubc12. NEDD8-conjugating enzyme Ubc12 (Homo sapiens) + NEDD8-activating enzyme E1 regulatory …. calls only at 25 µM. 360,000 tested, 0.58% active. AID 651699, 2012; in the data active means inhibition above about 36%
MT1-MMP act inh: blockers of MT1-MMP proenzyme processing, primary screen, HT1080 RFP-PRO-GFP cells, GFP/RFP fluorescence; Matrix metalloproteinase-14 (Homo sapiens), P50281; GFP/RFP ratio fluorescence, overnight; percent of plate control window, DMSO zero; GFP/RFP ratio change, % at 20 µM; 360,000 tested, 0.061% active; AID 651647, 2012;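 active means GFP/RFP ratio change of at least 30% with cell ATP level not reduced by more than half and red fluorescence within 50% of control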; further: strong numbers were not always called active
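Material – HT1080 RFP-PRO-GFP cells · Control set – DMSO wells and RFP-L50D-GFP cells · Incubation – overnight cell settling, then overnight compound exposure, 37 °C, 5% CO2 · Compound dosing – single-point 20 µM compound, 1% DMSO · Read-out – GFP/RFP fluorescence ratio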
FAS TE block: FAS thioesterase domain inhibitors, primary screen, biochemical, fluorescence intensity, uHTS; Fatty acid synthase (Homo sapiens), P49327; recombinant FAS-TE, OMFH fluorogenic substrate, fluorescence endpoint; inhibition, % at 15 µM; 360,000 tested, 0.67% active;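 active means compounds whose normalised, plate-corrected inhibition of enzyme fluorescence in the single-dose primary screen is 50% or more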;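 further: 0% = DMSO with enzyme and 100% = substrate without enzyme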
SKN-1 inh: suppressors of acrylamide-induced Pgst-4::GFP reporter in worms, primary screen, SKN-1 inhibitor project, whole organism, uHTS, GFP/RFP fluorescence ratio, strain VP596 | C. elegans VP596 Pgst-4::GFP/RFP ratio, 24 h | inhibition, % at 21.8 µM | 360,000 tested, 0.49% active | AID 624304, 2012;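 active means interference check ratio from 0.5 to 1.5 plus GFP to RFP signal ratio inhibition reaching or exceeding a fixed threshold, cut at about 30% in these data, passing the limit was not always enough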; further: some compounds called inactive have numbers as strong as hits
Rpn11 block: Rpn11 (PSMD14) deubiquitinase inhibitors, primary screen, biochemical, fluorescence polarization, uHTS; 360,000 tested, 0.59% active; AID 588493, 2011; calls only at 20 µM; human 26S proteasome, Ub4-pepOG fluorescence polarization; 20S core pre-blocked with epoxomicin;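 active means inhibition at 20 µM, scaled to each plate's controls, above about 33%, limit read from the data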
Starred values were filed as active, the others as inactive; i = inactive; x = no result given; + = active, no number.

No.	Molecule	CSN inh	MLLE-PAM2 inh	NadD inh	Rin1 Abl inh	Neddyl block	MT1-MMP act inh	FAS TE block	SKN-1 inh	Rpn11 block
1	Cc1ccc(NC(=O)[C@@H]2CCCN2C(=O)[C@@H]2Cc3ccccc3CN2)c(C)c1	-1	-8	-1	1	i	4	-5	5	i
2	O=C(Nc1ccc(-c2nnc3n2CCCCC3)cc1)c1cc2ccccc2o1	5	-57	12	-4	i	-1	1	2	i
3	COc1ccc(-n2nc(C(=O)NCC(=O)NCC3CCCO3)c3ccccc3c2=O)cc1Cl (stereo not given)	0	6	-2	-2	i	2	-5	-11	i
4	CCOC(=O)CC1C(=O)NCCN1Cc1cccc(OC)c1 (stereo not given)	3	8	3	1	i	0	-6	2	i
5	Cc1ccccc1OCCCC(=O)Nc1nccs1	4	13	7	2	i	1	-3	5	i
6	Fc1ccc(CNC(=S)NCc2ccccc2)cc1	-2	-56	3	-2	i	-7	1	9	i
7	CCc1c(O)nc(SCC(=O)Nc2ccc3c(c2)CCC3)[nH]c1=O	1	1	-2	-5	i	-3	-7	-11	i
8	COc1ccccc1CNC(=O)CCN1C(=O)COc2ccc(C)cc21	-4	4	3	-3	i	2	-4	-10	i
9	CC1(C)Cc2nc3oc4c(=O)n(CC(=O)Nc5ccc(Cl)cc5)cnc4c3cc2CO1	3	-17	-2	1	i	-2	-1	16	i
10	COc1ccc(-c2csc(C)n2)cc1	5	15	-6	0	i	-3	1	3	i

Later entries:
No.	Molecule	CSN inh	MLLE-PAM2 inh	NadD inh	Rin1 Abl inh	Neddyl block	MT1-MMP act inh	FAS TE block	SKN-1 inh	Rpn11 block
11	C=CCn1c(CSc2nc3ccccc3s2)nnc1SCC(=O)NCc1ccccc1	-3	-3	-2	-4	i	4	0	-11	i
12	Cc1ccc(-n2nc(C(=O)O)c3ccccc3c2=O)cc1C	-4	-7	-3	3	i	4	-11	-22	i
13	COc1ccc2[nH]c3nc(SC(C)C)nnc3c2c1	-5	-1	0	-2	i	6	-9	-15	i
14	CCCCn1c(N)c(N(CC)C(=O)C2CCCC2)c(=O)[nH]c1=O	-3	4	-1	2	i	4	-4	-17	i
15	CC(NC(=O)c1cc(S(=O)(=O)N(C)C)ccc1Cl)c1ccc(-n2ccnc2)cc1 (stereo not given)	0	0	7	-3	i	-1	-2	-19	i
16	Nc1nc(-c2ccc(Cl)cc2)c(N=Nc2ccc(S(=O)(=O)N3CCOCC3)cc2)s1	0	-14	19	0	i	57*	18	25	i
17	CC(C)=CCC/C(C)=C/CNC(=O)C[C@H]1C[C@H](C(=O)N2CCOCC2)[C@@]2(CCC3CCCC3)c3[nH]c4cc(-c5ccco5)ccc4c3CCN2C1=O	17	-47	46*	4	x	-11	16	27	+
18	Cc1ccc(C)c(N2CCN(C(=O)CCS(=O)(=O)c3ccc4c(c3)CCN4C(=O)C3CC3)CC2)c1	0	10	10	-3	i	-6	14	9	i
19	Cn1cccc1C(=O)c1cccc([N+](=O)[O-])c1	7	-2	7	3	i	-2	2	-1	i
20	CCOC(=O)NC(NC(=S)Nc1ccc(OCC)cc1)C(Cl)(Cl)Cl (stereo not given)	-4	11	7	-2	i	24	-13	8	i

(list continues)
No.	Molecule	CSN inh	MLLE-PAM2 inh	NadD inh	Rin1 Abl inh	Neddyl block	MT1-MMP act inh	FAS TE block	SKN-1 inh	Rpn11 block
21	CC(C)NC(=O)COC(=O)c1ccc(NS(=O)(=O)c2ccc3c(c2)OCCO3)cc1	-8	-11	4	2	i	-4	-9	-4	i
22	COc1ccc(N2CCN(C(=O)c3cc(N4C(=O)C5C6CCC(C6)C5C4=O)ccc3Cl)CC2)cc1 (stereo not given)	-1	-7	1	3	i	6	10	3	i
23	CN(C(=O)c1ccc(NC(=O)Cc2cccc(NC(=O)C3CCCN(C(=O)C4CCCC4)C3)c2)cc1)C1CC1 (stereo not given)	4	-6	8	-1	i	2	-5	-9	i
24	Cc1c(NC2(c3nnnn3-c3ccc(Br)cc3)CCCCC2)c(=O)n(-c2ccccc2)n1C	1	2	3	1	i	-9	2	-13	i
25	O=C(CSCc1nc2ccccc2[nH]1)Nc1ccc(Oc2ccccc2)cc1	2	21	-3	4	i	1	12	5	i
26	CCCNC(=O)N1CCN(c2nc(C(C)C)c3c(c2C#N)CC(C)(C)OC3)CC1	0	-9	1	1	i	7	4	11	i
27	CN(Cc1ccccc1)C(=O)C1CCCN(Cc2ccc(Cl)cc2)C1 (stereo not given)	3	7	-6	3	i	6	-1	-1	i
28	CN(CC(=O)Nc1ccccc1N1CCOCC1)CC(=O)Nc1ccc(F)c(F)c1F	5	-1	-3	0	i	-5	-1	-3	i
29	C[C@H](CO)N1C[C@H](C)[C@H](CN(C)C(=O)C2CC2)OCc2cnnn2CCCC1=O	2	-8	-1	-1	i	6	-8	-13	i
30	CCCc1ccc(OCc2ccc(C(=O)Nc3cccc(C)n3)o2)c(OC)c1	-1	1	0	-2	i	-1	-1	6	i

Next results follow.
No.	Molecule	CSN inh	MLLE-PAM2 inh	NadD inh	Rin1 Abl inh	Neddyl block	MT1-MMP act inh	FAS TE block	SKN-1 inh	Rpn11 block
31	Cc1ccc(OC/C(=N\O)C(C)(C)C)c([N+](=O)[O-])c1	-3	0	1	9	i	5	-7	-8	i
32	Clc1ccccc1CN1CCSCC1	-2	-2	2	4	i	-4	0	-4	i
33	CC(NC(=O)c1ccc(Cl)cc1)c1nnc(SCC(=O)NC2=NCCS2)n1C (stereo not given)	2	-5	2	-2	i	-2	-7	-8	i
34	COc1ccc(C(=O)CC(=O)c2ccc(F)cc2)cc1	2	-2	-1	-2	i	2	15	-7	i
35	COc1ccc(CNC(=O)c2cc(C)nc3ccccc23)cc1OC	-5	1	7	0	i	-1	-4	3	i
36	COC(=O)CSc1nc2cc(C)ccc2cc1C#N	2	3	-8	-1	i	-41	19	0	i
37	O=C(COc1ccccc1Cl)NCCCN1CCOCC1	-1	-1	5	4	i	0	-7	8	i
38	CCn1c(=O)c(=O)[nH]c2cc(C(=O)NC3CCCC3)ccc21	6	-5	-8	0	i	3	-4	8	i
39	Cc1cc(-c2nn(-c3ccccc3F)cc2CN2CCCC(CO)C2)c(C)s1 (stereo not given)	-2	-2	-4	-1	i	-3	-3	-4	i
40	Cc1cccc(C)c1NC(=O)C(c1ccccc1)N1CCN(C/C=C/c2ccccc2)CC1 (stereo not given)	4	9	-2	2	i	16	5	17	i

Following part
No.	Molecule	CSN inh	MLLE-PAM2 inh	NadD inh	Rin1 Abl inh	Neddyl block	MT1-MMP act inh	FAS TE block	SKN-1 inh	Rpn11 block
41	CN(C)c1ccc(CNc2ccc3c(c2)ncn3C(C)(C)C)cc1	2	11	-4	1	i	-1	-3	1	i
42	CN1CCN(C(=O)Nc2cccc(-c3ccccc3)c2)CC1	1	-7	-2	-2	i	4	-2	-1	i
43	COc1ccc(S(=O)(=O)NCC(c2ccc3c(c2)OCO3)N2CCOCC2)cc1 (stereo not given)	-6	2	-3	2	i	1	-2	14	i
44	O=C(COC(=O)c1cccc(S(=O)(=O)N2CCOCC2)c1)Nc1ccc2c(c1)OCO2	3	-13	-5	-2	i	1	-2	19	i
45	CCCCCC(=O)Nc1ccccc1N1CCN(c2ccccc2)CC1	-3	-2	2	0	i	-12	32	3	i
46	COc1ccc(/C=N/Nc2nc(N3CCCCC3)nc(N3CCCCC3)n2)cc1[N+](=O)[O-]	9	-6	13	-3	i	-9	48	13	i
47	COC(=O)[C@@]1(Cc2ccc(F)cc2)[C@H]2c3cc(C(=O)N(C)C)n(CCCNc4ncc(C(F)(F)F)cc4Cl)c3C[C@H]2CN1C(=O)c1ccccc1	-1	x	2	x	i	-23	37	2	x
48	O=C(NCCNc1ccc([N+](=O)[O-])cc1C(F)(F)F)c1ccccc1	0	-10	-8	0	i	5	29	6	i
49	CCN1CCN(c2nc3c(c(=O)n(C)c(=O)n3C)n2CCSc2nccc(C)n2)CC1	-1	-6	0	-6	i	12	-6	6	i
50	CCOC(=O)C1=C(O)/C(=C\c2cccc(OC)c2)N=C1C	-3	-7	-5	-6	i	-10	-8	7	i

Following part:
No.	Molecule	CSN inh	MLLE-PAM2 inh	NadD inh	Rin1 Abl inh	Neddyl block	MT1-MMP act inh	FAS TE block	SKN-1 inh	Rpn11 block
51	O=C(NCc1ccccc1)c1cnsn1	3	-5	3	2	i	12	-3	-3	i
52	CC(C)CN1C(=O)C(NC(=O)C2CC2)(C(F)(F)F)C2=C1CC(C)(C)CC2=O (stereo not given)	-1	-1	-3	0	i	-3	-8	7	i
53	Cc1cccc(NC(=S)Nc2ccccn2)c1C	-1	17	4	2	i	6	-4	-3	i
54	Cc1cc(C)c(C)c(OCc2nc(-c3cccnc3)no2)c1	2	-1	3	-1	i	0	5	-3	i
55	CC(C)(C)c1cc(NC(=O)C2(C)CCN2C(=O)C2(c3ccccc3)CC2)no1 (stereo not given)	1	4	-4	1	i	-2	12	4	i
56	Cn1sc(NC(=O)c2ccc(Cl)cc2)nc1=O	6	5	5	-7	i	-1	-8	28	i
57	CC1Oc2ccccc2N(CC(=O)NCc2ccc3c(c2)OCO3)C1=O (stereo not given)	-8	10	-5	3	i	3	0	4	i
58	CCC(=O)c1ccc(N2CCCCCC2)c(F)c1	0	-2	-1	2	i	-1	12	-9	i
59	Cc1cnc(NC(=O)C2CC=CCC2)s1 (stereo not given)	1	-5	-2	2	i	-6	-3	12	i
60	Cc1ccc(-c2nn(-c3ccccc3)c3[nH]c(=O)c(CNCc4ccccc4)cc23)cc1	8	-19	27	2	i	-13	-6	9	i

An excerpt of these results, with one line to a screen.
55	CC(C)(C)c1cc(NC(=O)C2(C)CCN2C(=O)C2(c3ccccc3)CC2)no1 (stereo not given)
60	Cc1ccc(-c2nn(-c3ccccc3)c3[nH]c(=O)c(CNCc4ccccc4)cc23)cc1

compound no. | 55 | 60
CSN inh | 1 | 8
MLLE-PAM2 inh | 4 | -19
NadD inh | -4 | 27
Rin1 Abl inh | 1 | 2
Neddyl block | i | i
MT1-MMP act inh | -2 | -13
FAS TE block | 12 | -6
SKN-1 inh | 4 | 9
Rpn11 block | i | i

This is a random part of the collection; about 3.9% have a hit in one of these screens.
